From PubChem
LGR2 antag = inhibitors of bursicon-induced LGR2 CRE-luciferase signal, primary screen, cell-based, HEK293, CRE-luciferase reporter, bursicon stimulation; Drosophila bursicon receptor LGR2 (rickets); bursicon-stimulated, 4 h; inhibition, % at 9.99 µM; 0.35% of 380,000 active;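 active means drop in luminescence signal, shown as inhibition above about 50% in the replicate tests, limit read from the data, passing the limit was not always enough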;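 further: agonist challenge used bursicon conditioned medium at about half maximal strength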
FN deposition inh = inhibitors of fibronectin matrix deposition, primary screen, AH1F cells, Alexa488-fibronectin fluorescence, plate reader; AH1F fibroblasts, overnight; inhibition, % at 12.6 µM; 0.086% of 350,000 active; AID 743247, 2014;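 active means mean inhibition across replicates of 30% or more, regardless of how many single replicates reach that level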;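 further: positive control wells lacked labelled fibronectin entirely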
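Assay system: AH1F fibroblasts assembling fluorescent fibronectin matrix; Amount: 10000 AH1F cells per well; Buffer or medium: DMEM, 2% serum; Probe or stimulus: Alexa488-fibronectin, 24 nM final in well; Doses: single compound dose, delivered by pin transfer; Incubation: 1 h adhesion, overnight exposure; Measured by: fluorescence 485/525 nm; Read-out: fibronectin deposition inhibition.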
SIRT5 block = SIRT5 desuccinylase inhibitors, primary screen, biochemical, fluorescence imaging, single point, set 5. 1.1% of 330,000 active. Purified SirT5, succinyl-peptide AMC, trypsin-coupled fluorescence. inhibition, % at 15 µM. NAD-dependent protein deacylase sirtuin-5, mitochondrial (Homo sapiens), Q9NXA8; in the data active means inhibition above about 15%
Target sequence (Q9NXA8 whole entry, looked up): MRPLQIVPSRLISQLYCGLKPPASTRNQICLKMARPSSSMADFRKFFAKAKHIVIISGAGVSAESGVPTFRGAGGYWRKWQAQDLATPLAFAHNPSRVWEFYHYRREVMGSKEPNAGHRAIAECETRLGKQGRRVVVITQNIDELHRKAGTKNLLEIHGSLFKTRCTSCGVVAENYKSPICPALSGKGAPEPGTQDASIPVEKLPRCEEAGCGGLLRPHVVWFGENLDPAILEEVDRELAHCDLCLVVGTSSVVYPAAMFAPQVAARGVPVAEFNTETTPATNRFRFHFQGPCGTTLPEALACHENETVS
esBAF inh = Bmi1 luciferase reporter increase in mESCs, primary screen, esBAF inhibitor project, mouse ES cells, Bmi1 luciferase knock-in, single point; 24 h; 100% = twice the neutral-well signal; reporter increase, % at 12.5 µM; 2% of 350,000 active; AID 602393, 2012; in the data active means activation above about 40%;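 further: 0% = median of the plate's neutral control wells and 100% = double that signal; a rise in the Bmi1 reporter signal indicates esBAF inhibition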
Casp6 inh = human caspase-6 inhibitors, primary screen, biochemical, VEID-R110 fluorescence, single point, set 2; P55212; inhibition, % at 12.5 µM; purified caspase-6, Z-VEID-R110 cleavage fluorescence; 0.53% of 350,000 active;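 active means mean inhibition across replicates at least about 35%, with every replicate also reaching that limit, limit read from the data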;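 further: 0% = median of neutral control wells and 100% = no fluorescence left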
Target sequence (P55212 24-179 limits assumed): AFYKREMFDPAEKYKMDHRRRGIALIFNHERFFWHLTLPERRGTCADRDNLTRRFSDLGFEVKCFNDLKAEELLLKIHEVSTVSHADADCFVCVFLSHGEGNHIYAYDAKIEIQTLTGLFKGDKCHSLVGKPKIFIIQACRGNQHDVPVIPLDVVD
Target sequence (P55212 194-293 limits assumed): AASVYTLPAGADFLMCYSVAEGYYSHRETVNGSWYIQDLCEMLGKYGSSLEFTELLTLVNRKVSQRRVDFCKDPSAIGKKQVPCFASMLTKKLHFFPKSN
S100A4 MyoIIA = inhibitors of S100A4-myosin IIA peptide binding, primary screen, biochemical, fluorescence polarization, TAMRA-MyoIIA peptide; Protein S100-A4 (Homo sapiens), P26447; inhibition, % at 10.7 µM; 0.14% of 360,000 active; AID 652163, 2013;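 active means mean inhibition of at least 70% across replicates, with every replicate also reaching that level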
Target sequence (P26447 whole entry, looked up): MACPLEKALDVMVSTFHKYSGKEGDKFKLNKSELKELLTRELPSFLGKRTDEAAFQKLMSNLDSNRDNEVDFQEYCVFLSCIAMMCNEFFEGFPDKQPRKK
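Test system: S100A4 monomer protein; Medium: HEPES pH 7.2 with CaCl2, KCl, NaCl, DTT, Triton; Probe or stimulus: TAMRA-labelled myosin IIA heavy-chain peptide probe, 5 nM; Doses: one dose per compound; Times: polarization read 5 min after assay mix addition, stable 5–60 min; Benchmarks: neutral control DMSO, positive control TFP.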
C2C12 statin = suppressors of statin myotoxicity in C2C12 myotubes, primary screen, cell-based, single point, plate reader | C2C12 myotubes + simvastatin, ATP luminescence, 48 h; scaled: DMSO 0, geranylgeraniol control 100 | rescue of ATP level, % at 7.49 µM | 0.78% of 330,000 active | AID 602340, 2012;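 active means mean ATP rescue above about 67%, or every replicate alone reaching that limit, limit read from the data, passing the limit was not always enough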;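 further: myotubes were challenged with 10 µM simvastatin during compound exposure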
Numbers without * were called inactive; x = not tested or not shown. Only part of the results is shown; rates above refer to the full screens.

SMILES | LGR2 antag | FN deposition inh | SIRT5 block | esBAF inh | Casp6 inh | S100A4 MyoIIA | C2C12 statin
Cc1ccc(CS(=O)(=O)Cc2ccc(C(=O)NC3CCCCCC3)o2)cc1 | 5 | 8 | 0 | -10 | -8 | 2 | -9
O=C(N[C@@H]1CC[C@@H](CCn2cc(-c3cccnc3)nn2)O[C@@H]1CO)c1ccccc1F | -13 | x | -3 | -1 | 2 | -14 | -8
COc1cccc(S(=O)(=O)N[C@@H]2CC[C@@H](CC(=O)NC3Cc4ccccc4C3)O[C@H]2CO)c1 | -16 | -27 | -3 | -1 | 0 | 4 | -2
CN(CC(=O)NCCN1CCN(c2ccccc2)CC1)S(=O)(=O)c1ccc2c(c1)CCC(=O)N2 | 17 | 1 | 14 | 5 | 3 | 2 | 10
COc1ccc(-n2c(SCC(=O)Nc3cc(C)on3)nc3c([nH]c4ccccc43)c2=O)cc1 | 11 | -7 | 1 | -14 | 0 | -1 | -3
CCCc1cn(CC[C@@H]2CC[C@H](NC(=O)Nc3ccc4c(c3)OCO4)[C@@H](CO)O2)nn1 | -13 | x | 3 | -4 | -1 | -2 | 4
CN1CCN(C(=O)CSc2ccc(Cl)cc2)CC1 | -42 | -5 | 2 | x | 8 | -1 | x
CCCCN=CC1=C(O)CC(c2ccccc2)CC1=O (configuration not stated) | -16 | x | x | 8 | -2 | 2 | -4
Cc1cc(-c2ccc(C)c(S(=O)(=O)N3CCN(c4ccccn4)CC3)c2)on1 | 6 | 3 | 3 | -11 | 2 | -8 | 14
CCNC(=O)C[C@@H]1CC[C@H](NS(=O)(=O)c2ccc(F)cc2)[C@@H](CO)O1 | -8 | -2 | 1 | -5 | -1 | -27 | -2
CC(C)NC(=O)N[C@H]1CC[C@@H](CCN)O[C@H]1CO | 0 | -1 | 0 | -5 | -2 | 3 | 2
CCOC(=O)Cc1csc(NC(=O)Cc2ccc(C)cc2)n1 | -15 | x | -3 | x | 0 | -6 | x
NC(=O)CC(NC(=O)Cc1cccc2ccccc12)c1ccc(NCCCN2CCCC2=O)c([N+](=O)[O-])c1 (configuration not stated) | -7 | 12 | x | -2 | 1 | 4 | -8
CCN(CC)CCCn1c2c(c(SCC(=O)Nc3ccc(C)c(F)c3)nc1=O)CCC2 | -2 | -3 | -1 | x | -5 | 3 | x
O=C(CN1CCN(S(=O)(=O)c2cc(Cl)ccc2Cl)CC1)c1ccc(O)c(O)c1 | 30 | 0 | 3 | -3 | 36* | -3 | -5
COCCNC(=O)C1CCN(S(=O)(=O)c2ccc3c(c2)OCCO3)CC1 | 32 | -5 | -1 | -11 | -1 | -2 | 3
C/C=C/c1ccc([C@H]2[C@@H](CO)N3C(=O)CN(C(=O)Nc4ccc(OC)cc4)C[C@@H]23)cc1 | 17 | x | 0 | x | -1 | 14 | x
O=c1cc(Nc2ccc3c(c2)OCCO3)[nH]c(=O)n1-c1ccc(Cl)cc1 | 14 | 5 | -3 | 2 | 1 | 0 | 10
COC(=O)c1ccc(NC(=O)CSc2nc(=O)cc(N)n2-c2ccccc2)cc1 | 4 | 2 | -3 | -2 | -1 | -2 | -7
Nc1nnc(-c2cccc(Cl)c2Cl)c(N)n1 | 12 | -7 | 3 | -2 | 5 | 4 | 7
CCCCn1c(N)c(N(CC(C)C)C(=O)CCCc2nc3ccccc3c(=O)[nH]2)c(=O)[nH]c1=O | -7 | 2 | -6 | 4 | 2 | -4 | 3
CCc1ccc(-c2nc(CS(=O)CC(=O)NC3CC3)c(C)o2)cc1 (configuration not stated) | 7 | -1 | -2 | -1 | 5 | -3 | 10
CCC1(C)NC(=O)N(CC(=O)N2N=C(c3ccccc3)CC2c2ccc(OC)cc2)C1=O (configuration not stated) | -34 | -3 | 1 | -3 | 3 | 15 | 5
O=S(=O)(N/N=C\c1cccnc1)c1ccccc1 | 17 | 5 | 1 | x | 1 | 3 | x
Nc1ccc(C(=O)OCC(=O)NC(=O)c2ccccc2)cc1[N+](=O)[O-] | 1 | x | -2 | -1 | 1 | -3 | 8
CC(C)N(Cc1cc2ccccc2[nH]c1=O)C(=O)c1cccc([N+](=O)[O-])c1 | -9 | -5 | -7 | x | -1 | -2 | x
O=C(O)CCC(=O)NNC(=O)CCC1CCCCC1 | 8 | 4 | -2 | x | -2 | 3 | x
CC(=O)Nc1ccc(S(=O)(=O)N2CCN(C(=O)c3ncoc3-c3ccc(F)cc3)CC2)cc1 | 10 | -5 | -1 | -3 | 0 | -4 | 3
COc1ccccc1CNC(=O)C[C@@H]1CC[C@@H]2[C@H](COC[C@H](O)CN2C(=O)Nc2ccc(Cl)cc2)O1 | 9 | -4 | 4 | 40 | 0 | 16 | -8
CCCn1c(N)c(C(=O)COC(=O)COc2ccc(Cl)c(C)c2)c(=O)n(C)c1=O | 14 | 3 | -3 | -1 | 2 | -4 | -11
Clc1c(-c2ccccc2)nnn1-c1ccccc1 | -80 | 0 | -2 | x | -3 | 1 | x
Nc1nc(N2CCN(c3ccccn3)CC2)nc2ccccc12 | -68 | -4 | 1 | 33 | -14 | 2 | -18
Cc1ccc(-n2c(SCC(=O)N(C)C3CCS(=O)(=O)C3)nc3ccccc3c2=O)c(C)c1 (configuration not stated) | -4 | 9 | -1 | x | 2 | 0 | x
Cc1c(NP(=O)(Oc2ccccc2F)Oc2ccccc2F)c(=O)n(-c2ccccc2)n1C | -10 | 1 | -2 | x | 1 | 4 | x
CCCC#Cc1ccc2c(c1)O[C@H](CN(C)Cc1ccncc1)[C@@H](C)CN([C@@H](C)CO)S2(=O)=O | 9 | x | 6 | -8 | 0 | 0 | -53
COC(=O)C[C@H]1CC[C@@H]2[C@@H](COc3ccc(NC(=O)Nc4ccc(C#N)cc4)cc3C(=O)N2C)O1 | 9 | -21 | 1 | 9 | 0 | -6 | -10
CC(=O)NNC(=S)NC(=O)c1ccccc1 | -11 | -2 | -4 | x | -2 | 2 | x
Cc1ccc(S(=O)(=O)C2(C(=O)NCc3ccc4c(c3)OCO4)CC2)cc1 | 12 | 2 | -1 | -7 | 2 | 0 | -3
Cc1occc1C(=O)N(C)Cc1nc(-c2ccc(Cl)cc2)no1 | 0 | -9 | -5 | 8 | 5 | -3 | 1
CC(/C=N/n1c(-c2n[nH]c3c2CCC3)n[nH]c1=S)=C\c1ccco1 | -1 | 12 | -2 | x | 18 | -4 | x
CCOC(=O)c1cc(C(=O)Nc2ccc(C)c(F)c2)nn1C | -61 | -8 | x | 42* | x | x | -70
COC(=O)C1=CN(CC2CCCO2)C=C(C(=O)OC)C1c1cccc(O)c1 (configuration not stated) | -5 | 12 | -29 | x | -3 | 4 | x
O=c1oc(CCO)cc2ccc(C#Cc3ccsc3)cc12 | -153 | -4 | 17* | 79* | -8 | -3 | -12
CCCN1[C@@H]2c3ccc(-c4cccc(C(=O)N(C)C)c4)c(=O)n3C[C@@H]2[C@@H](CO)[C@@H]1C(=O)OC | -13 | x | 1 | x | 1 | 4 | x
CNS(=O)(=O)c1cccc(C(=O)OCc2cc(C(C)=O)ccc2OC)c1 | -8 | -19 | -1 | x | x | 4 | x

Gathered by group, the entries above with an aryl methoxy group.
SMILES | LGR2 antag | FN deposition inh | SIRT5 block | esBAF inh | Casp6 inh | S100A4 MyoIIA | C2C12 statin
COc1cccc(S(=O)(=O)N[C@@H]2CC[C@@H](CC(=O)NC3Cc4ccccc4C3)O[C@H]2CO)c1 | -16 | -27 | -3 | -1 | 0 | 4 | -2
COc1ccc(-n2c(SCC(=O)Nc3cc(C)on3)nc3c([nH]c4ccccc43)c2=O)cc1 | 11 | -7 | 1 | -14 | 0 | -1 | -3
C/C=C/c1ccc([C@H]2[C@@H](CO)N3C(=O)CN(C(=O)Nc4ccc(OC)cc4)C[C@@H]23)cc1 | 17 | x | 0 | x | -1 | 14 | x
CCC1(C)NC(=O)N(CC(=O)N2N=C(c3ccccc3)CC2c2ccc(OC)cc2)C1=O (configuration not stated) | -34 | -3 | 1 | -3 | 3 | 15 | 5
COc1ccccc1CNC(=O)C[C@@H]1CC[C@@H]2[C@H](COC[C@H](O)CN2C(=O)Nc2ccc(Cl)cc2)O1 | 9 | -4 | 4 | 40 | 0 | 16 | -8
CNS(=O)(=O)c1cccc(C(=O)OCc2cc(C(C)=O)ccc2OC)c1 | -8 | -19 | -1 | x | x | 4 | x

Additional structures follow.
SMILES | LGR2 antag | FN deposition inh | SIRT5 block | esBAF inh | Casp6 inh | S100A4 MyoIIA | C2C12 statin
Cc1nc(CSc2nsc(C)c2C#N)cs1 | -7 | x | -1 | x | 2 | 2 | x
O=C1OC(Nc2ccc(Cl)cn2)c2ccccc21 (configuration not stated) | 2 | x | x | 9 | x | x | 18
CCCCCCCCN1C(=O)[C@H](CC(=O)NCCCN2CCCC2=O)C[C@@]2(C(=O)OC)CC(C)(C)CC=C12 | 4 | 7 | 19* | x | 4 | 1 | x
CCCNC(=O)[C@H]1[C@H](CO)[C@H]2Cn3c(ccc(-c4ccccc4F)c3=O)[C@H]2N1C(=O)CC | -6 | x | -7 | 2 | 2 | 5 | 9
NC(c1csc(NC(=O)Nc2cccc(C(F)(F)F)c2)n1)C1CCCCC1 (configuration not stated) | 34 | -7 | x | -52 | 11 | -6 | -17
COc1ccc(C(=O)NCC(C)(C)SCc2c(C)cc(C)cc2C)cc1 | 25 | x | 3 | -3 | 1 | 9 | 23
COc1ccc(-c2cccc(NC(=O)c3cccs3)c2)nn1 | 10 | x | 0 | 7 | -5 | -3 | -17
C[C@@H]1CN([C@@H](C)CO)S(=O)(=O)c2ccc(C#CC3CC3)cc2O[C@@H]1CN(C)C(=O)C1CC1 | 12 | 11 | -2 | 0 | 1 | 6 | 1
COc1cc(NC(=O)c2cccnc2)ccc1-c1cc2ccccc2oc1=O | x | -6 | 1 | x | 1 | 5 | x
COc1ccccc1CCNC(=O)CSc1nnc2ccc(-c3ccncc3)nn12 | -9 | 2 | -5 | -5 | 1 | 0 | 16
CCOC(=O)C1CCCN(S(=O)(=O)c2cnc(Cl)c(Br)c2)C1 (configuration not stated) | 6 | 5 | 2 | -7 | x | 4 | 7
COc1ccc(CNC(=O)C[C@H]2C[C@@H]3c4cc(NS(=O)(=O)c5ccc(F)cc5)ccc4O[C@@H]3[C@H](CO)O2)cc1 | 11 | 0 | 0 | 6 | -1 | 0 | 15
CCn1nc(C(=O)OCC(=O)Nc2nc(-c3ccc(OC)cc3)cs2)c2ccccc2c1=O | -60 | 0 | -4 | 57* | x | -1 | -5
CCc1ccc(/C=C\C(=O)N2CCCC2)cc1 | -62 | -7 | 3 | 37 | 1 | 0 | 10
Cc1ccc(C)c(NC(=O)C2COc3ccccc3O2)c1 (configuration not stated) | -1 | 4 | -4 | 17 | -8 | -3 | -4
COc1cc2c(cc1OC)CN(C1CC(=O)N(c3c(C)cccc3C)C1=O)CC2 (configuration not stated) | 9 | x | 2 | x | 2 | -4 | x
CN1CCN(c2nc3c(c(=O)[nH]c(=O)n3C)n2CC(N)=O)CC1 | 4 | x | 0 | 1 | 0 | -1 | 3
COc1ccc(CC(=O)NCc2cccs2)cc1 | x | 7 | x | -4 | x | x | -12
C[C@@H]1CCCCO[C@H](CN(C)Cc2ccc3c(c2)OCO3)[C@@H](C)CN([C@H](C)CO)C(=O)c2cc(N(C)C)ccc2O1 | 26 | x | 0 | 1 | -4 | 19 | 42
COc1cc(C(=O)OCCN2CCOCC2)cc(OC)c1OC | -4 | x | -8 | -1 | 8 | -1 | -5
COc1ccccc1Nc1nc(N)nc(CSc2nccc(C)n2)n1 | x | -3 | x | -3 | x | x | 9
CC(C)n1c(=O)c2ccccc2n1Cc1cn(CCc2c[nH]c3ccccc23)nn1 | 12 | 18 | -1 | 2 | 1 | 4 | -1
